Yfh1-depleted yeast: enhancers of respiration in Yfh1-depleted yeast, dose response, Friedreich's ataxia, plus single-dose screen (AID 1465). fold induction at 50 µM, or EC50 in µM where a hit was titrated. S. cerevisiae Yfh1-off respiration, WST-1 reduction, 72 h; higher fold induction means a stronger effect. hit rate 0.074% among 220,000;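 active = fold induction of absorbance versus untreated yeast above a set limit, then at least 30% activation at any dose in follow-up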;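 note: activators that raise dye reduction in frataxin-depleted yeast; strong numbers were not always called active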
TNAP activation fold: stimulation of alkaline phosphatase TNAP activity – biochemical, luminescent, no phosphate acceptor, uHTS, primary screen (AID 1001) | purified TNAP, luminescent activation assay, no phosphate acceptor; higher activation fold means a stronger effect | one-dose activation fold at 20 µM; EC50 in µM for titrated hits | hit rate 0.03% among 200,000; in the data active = activation fold from about 3, or a potency from the dose series; inactive = the rest, 99 in 100 with activation fold below about 1.6; note: many of its hits are not listed in these tables
HEK293 NOD2/NF-kB: inhibition of NOD2-driven NF-kB reporter – cell-based, luminescence, uHTS, HEK293 (AID 1566); hit rate 0.63% among 290,000; HEK293 NOD2/NF-kB luciferase reporter, luminescence; higher % means a stronger effect; inhibition, % at 4 µM; hits with a dose series show EC50 in µM; note: many of its hits are not listed in these tables
NTR1 agonist: NTR1-driven beta-arrestin-GFP spot formation – imaging, U2OS cells, high content, primary screen (AID 493036) | activation, % at 20 µM | hit rate 0.17% among 330,000 | agonist mode;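 active = activation at or above 40% of the spot to cytoplasm intensity ratio, with at least 20 cells analyzed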;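 note: 0% = DMSO without peptide and 100% = 100 nM NTR1 peptide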
Target sequence (P30989 whole entry, looked up): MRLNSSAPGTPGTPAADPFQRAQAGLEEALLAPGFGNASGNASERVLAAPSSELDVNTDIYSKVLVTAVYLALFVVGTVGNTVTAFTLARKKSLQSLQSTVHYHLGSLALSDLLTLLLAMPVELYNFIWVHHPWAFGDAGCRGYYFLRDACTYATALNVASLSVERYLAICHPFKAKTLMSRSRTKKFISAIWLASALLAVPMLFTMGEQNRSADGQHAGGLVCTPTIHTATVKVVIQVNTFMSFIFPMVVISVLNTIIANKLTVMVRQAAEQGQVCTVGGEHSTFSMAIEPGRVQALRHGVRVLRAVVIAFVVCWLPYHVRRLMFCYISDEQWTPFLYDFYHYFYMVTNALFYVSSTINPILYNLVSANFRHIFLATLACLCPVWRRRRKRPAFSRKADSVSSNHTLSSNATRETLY
NOD1 inhibition: inhibition of NOD1-driven NF-kB reporter – cell-based, luminescence, uHTS, primary screen (AID 1578); inhibition, % at 4 µM; hits with a dose series show EC50 in µM; hit rate 1% among 290,000; NOD1-driven NF-kB luciferase reporter cells, luminescence; higher % means a stronger effect; in the data active = inhibition mostly above about 36%, no sharp cut-off; inactive = mostly below about 34%;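 note: HEK-293T reporter cells stimulated with the NOD1 agonist gamma-tri-DAP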
KOR beta-arrestin-1: kappa opioid receptor activators – cell-based, luminescence, uHTS, primary screen (AID 1777); KOR beta-arrestin recruitment, luminescence; higher % means a stronger effect; hit rate 0.02% among 280,000; activation, % at 10 µM, or EC50 in µM where a hit was titrated; in the data active = activation above about 50%, passing the limit was not always enough; note: a part of the inactive calls stands beside numbers as strong as those of hits
GPR55 beta-arrestin: selective activators of receptor GPR55 – imaging, U2OS cells, beta-arrestin-GFP redistribution, primary screen (AID 1961); U2OS GPR55 beta-arrestin-GFP redistribution imaging; higher % means a stronger effect; activation, % at 10 µM; hits with a dose series show EC50 in µM; hit rate 0.048% among 290,000;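 active = activation above 40% with more than 50 cells counted in the well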;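 note: U2OS osteosarcoma cells stably expressing GPR55 and beta-arrestin-GFP; plate controls were DMSO negative control for no effect and LPI positive control for full effect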
KOR beta-arrestin-2: kappa opioid receptor blockers – cell-based, luminescence, uHTS (AID 1778) | KOR beta-arrestin recruitment, luminescence, antagonist mode; higher % means a stronger effect | inhibition, % at 10 µM, or IC50 in µM where a hit was titrated | hit rate 0.091% among 290,000; note: strong numbers were not always called active
ER stress rescue: rescue of cells from ER stress-induced death, primary screen, 384-well, CSM14.1, thapsigargin, ATP luminescence (AID 1222); CSM14.1 thapsigargin-induced death rescue, ATP luminescence; higher % means a stronger effect; cellular ATP content (survival), % at 20 µM; hits with a dose series show EC50 in µM; 190,000 tested, under 10 active;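 active = EC50 below 50 µM in the dose-response confirmation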;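 note: death triggered by thapsigargin at about 15 µM added after 2 h compound pretreatment; cell ATP read after overnight thapsigargin exposure of roughly 18 to 22 hours; normalized against plate controls of thapsigargin alone and 5% DMSO vehicle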
NTR1 agonist cell count 20 µM: recorded beside NTR1 agonist, whose call it bears; cell count; measured here: cell count, cytotoxicity flag
Numbers without * were called inactive; i = inactive; / = no result given; [ ] = another dose, or the depositor's remark. Cut-off read from the data, not from the text of the source, unless noted: active = inhibition above about 50%; inactive = the rest.

| mol | Yfh1-depleted yeast | TNAP activation fold | HEK293 NOD2/NF-kB | NTR1 agonist | NTR1 agonist cell count 20 µM | NOD1 inhibition | KOR beta-arrestin-1 | GPR55 beta-arrestin | KOR beta-arrestin-2 | ER stress rescue |
| --- | --- | --- | --- | --- | --- | --- | --- | --- | --- | --- |
| CC(C)c1ccc(/C=N/NC(=O)c2nnn(-c3nonc3N)c2CN2CCOCC2)cc1 | / | / | 3% | 3.9 | 64 | -9% | 1.1% | 0.1% | -63% | / |
| CCC(Sc1ncnc2sc(C)c(C)c12)C(=O)OC (configuration not stated) | i | 1.1 | 12% | 0.4 | 77 | -7% | -1.6% | 0.0% | -27% | 3.9% |
| CC(CC1C(C#N)=C(N)OC2=C1C(=O)CCC2)c1ccccc1 (configuration not stated) | i | 1.1 | 7% | -0.7 | 94 | -1% | -1.1% | -0.2% | -8% | -0.9% |
| COc1ccc(-n2c(C)c3c(OC)cccc(=O)c3c2C)cc1 | / | 1.1 | 1% | 2.1 | 46 | 16% | -0.1% | 0.0% | 18% | -0.1% |
| O=C(O)c1cc(NN=Nc2cccc(S(=O)(=O)O)c2)cc([N+](=O)[O-])c1 | / | / | -4% | 0.3 | 84 | -12% | -6.4% | -0.3% | 7% | / |
| O=C(O)c1cccc(NC(=S)NC(=O)c2ccc3ccccc3c2)c1 | / | / | -78% | 0.4 | 93 | -41% | -1.5% | -0.1% | 13% | / |
| Cc1cc(C)n(-c2nc(NCCCN(C)C)c3c4c(sc3n2)COC(C)(C)C4)n1 | i | / | 3% | 1.0 | 53 | 9% | 6.6% | 0.3% | 19% | / |
| O=C(Nc1ccc2oc(-c3ccncc3)nc2c1)c1ccc(F)cc1 | i | 1.1 | 14% | 0.3 | 49 | 18% | 3.8% | 0.0% | -35% | 0.0% |
| COc1ccc(N2C(=O)C3CCCN3C2c2ccccc2F)cc1 (configuration not stated) | i | 1.1 | 2% | 3.6 | 53 | 5% | -1.2% | 0.3% | -2% | 1.3% |
| O=C(CN1CCN(c2ccccc2)CC1)Nc1nnc(-c2ccccc2)s1 | / | 1.3 | -37% | -0.9 | 56 | -46% | 51% | -0.2% | 24% | 2.7% |
| CCOC(=O)N1CCN(C(=O)c2cc(OCC)c(OCC)c(OCC)c2)CC1 | i | 1.1 | 2% | 1.4 | 31 | -31% | / | 0.3% | 17%[20 µM] | -0.7% |
| Cc1cc(C)c(S(=O)(=O)n2cnc3ccccc32)c(C)c1 | i | 1.1 | 0% | -0.2 | 48 | -27% | -7.8% | 0.0% | 31% | -0.7% |
| Cc1cc(C)cc(NCc2cc(=O)oc3cc(-c4ccccc4)c(O)cc23)c1 | i | 1.1 | -12% | 4.5 | 54 | -36% | -4.5% | -0.3% | 11% | 4.9% |
| OCCC1CN(Cc2ccon2)CCN1CCc1ccccc1 (configuration not stated) | i | 1 | 16% | 0.8 | 55 | 8% | 1.2% | -0.3% | 9% | 0.1% |
| O=C(c1cccc(S(=O)(=O)N2CCCCC2)c1)N1CCN(S(=O)(=O)c2ccc(F)cc2)CC1 | / | 1.1 | 12% | 1.7 | 59 | 8% | -4.9% | -0.1% | -10% | 0.5% |
| O=C(CSc1n[nH]c(=O)n1Cc1ccco1)c1ccc(F)cc1 | i | / | 10% | -1.2 | 49 | 0% | -0.1% | 0.6% | 16% | / |
| Fc1ccc(CN2CCCCCCC2)cc1 | i | 1.2 | 12% | 1.4 | 48 | 0% | -8.1% | 0.4% | 0% | -1.0% |
| CCC(=O)Nc1ccc(N2CCCCC2)c(C(=O)Nc2ccccc2C)c1 | i | 1.1 | 2% | 4.7 | 50 | -1% | 0.8% | 0.3% | 2% | 10% |
| CCOc1cccc(N(C(=O)c2ccco2)C(C(=O)NC2CCCC2)c2cccnc2)c1 (configuration not stated) | / | / | -15% | -0.1 | 47 | -31% | -1.6% | 0.2% | -12% | / |
| C[C@H](NC(=O)c1nc[nH]c1C(=O)NCCCCCNC(=O)OC(C)(C)C)C(=O)OC(C)(C)C | i | 1 | 11% | 1.6 | 72 | 2% | 2.3% | 0.3% | -9% | 1.2% |
| CC(C)=CC(=O)N1CCC(N2CCC(C(=O)N3CCOCC3)CC2)CC1 | i | 1.2 | 8% | 0.1 | 77 | -24% | -1.3% | 0.2% | -8% | 0.0% |
| CCn1c(SCC(=O)Nc2sc3c(c2C(N)=O)CCC(C)C3)nnc1-c1ccco1 (configuration not stated) | i | 0.9 | 27% | 0.4 | 51 | 36% | -4.1% | -0.1% | 23% | 0.9% |
| COCC(C)n1c(C)cc(C(=O)COC(=O)CNC(=O)c2ccccc2)c1C (configuration not stated) | i | 1 | 20% | -1.2 | 95 | 2% | -2.3% | 0.3% | 28% | -1.5% |
| O=C(Nc1ccc(F)c(Cl)c1)Nn1cnnc1 | / | / | 20% | -0.8 | 72 | -1% | -2.8% | 0.0% | 5% | / |
| O=C(c1ccc([N+](=O)[O-])cc1)N1CCN(c2cccc3[nH]ccc23)CC1 | i | / | -5% | 3.2 | 52 | -14% | 6.3% | 0.6% | -18% | / |

The final 3 records of the section above lead into the next:
| mol | Yfh1-depleted yeast | TNAP activation fold | HEK293 NOD2/NF-kB | NTR1 agonist | NTR1 agonist cell count 20 µM | NOD1 inhibition | KOR beta-arrestin-1 | GPR55 beta-arrestin | KOR beta-arrestin-2 | ER stress rescue |
| --- | --- | --- | --- | --- | --- | --- | --- | --- | --- | --- |
| COCC(C)n1c(C)cc(C(=O)COC(=O)CNC(=O)c2ccccc2)c1C (configuration not stated) | i | 1 | 20% | -1.2 | 95 | 2% | -2.3% | 0.3% | 28% | -1.5% |
| O=C(Nc1ccc(F)c(Cl)c1)Nn1cnnc1 | / | / | 20% | -0.8 | 72 | -1% | -2.8% | 0.0% | 5% | / |
| O=C(c1ccc([N+](=O)[O-])cc1)N1CCN(c2cccc3[nH]ccc23)CC1 | i | / | -5% | 3.2 | 52 | -14% | 6.3% | 0.6% | -18% | / |
| O=C(NC1CCCCC1)c1cc(C(=O)c2ccccc2Br)c[nH]1 | i | 1.1 | 15% | 0.5 | 41 | -27% | 0.8% | 0.0% | 20% | -0.3% |
| CC(NC(=O)C1CCC(=O)N1Cc1ccccc1Cl)c1ccccc1 (configuration not stated) | / | / | 2% | -0.8 | 85 | 2% | -6.5% | 0.5% | 1% | / |
| CCOC(=O)C1CCN(Cc2ccc(OCc3ccccc3)c(OC)c2)CC1 | / | / | -14% | 0.2 | 47 | -27% | 2.9% | 0.3% | -14% | / |
| COc1ccc(-c2nc(CSCC(=O)NC3CC3)c(C)o2)cc1OC | / | / | -6% | -1.0 | 50 | -14% | 0.7% | -0.2% | -16% | / |
| COc1ccc(CCn2c(C)cc3c(c2=O)C(c2ccncc2)C(C#N)=C(N)O3)cc1OC (configuration not stated) | i | 1.1 | 6% | / | / | -5% | -2.7% | -0.3% | -31% | -0.2% |
| CC(=O)Nc1ccc(CN2CCCCCC2)cc1 | / | / | 9% | -0.5 | 66 | -4% | -5.2% | 0.2% | -3%[20 µM] | / |
| Cc1cccc(N(CC(=O)NCCSCc2ccccc2)S(C)(=O)=O)c1C | i | 1.1 | 7% | -0.8 | 77 | -19% | -0.6% | -1.2% | 1% | 0.1% |
| Cc1ccc(C)c(N2CCN(C(=O)c3cc(S(=O)(=O)N4CCOCC4)cn3C)CC2)c1 | / | / | 2% | 0.4 | 77 | -19% | -5.6% | -0.1% | 19%[20 µM] | / |
| COC(=O)c1cc(OC)c(OC)cc1NC(=O)c1ccoc1C | i | 1 | 10% | / | / | -11% | -0.8% | 4.4% | -22% | -2.5% |
| O=C1CS/C(=N/N=C/c2ccccc2)N1c1ccc(O)cc1 | / | / | 12% | -1.7 | 64 | 31% | 0.7% | -0.2% | -42%[20 µM] | / |
| CCCOc1ccc(/C=N/n2nnnc2N)cc1OC | / | / | -1% | 1.2 | 55 | 16% | 1.5% | -0.2% | -9% | / |
| COc1cc(C2C(C(C)=O)=C(O)C(=O)N2c2ccc(C)cc2)ccc1O (configuration not stated) | i | 1 | -14% | -1.5 | 47 | -15% | -1.8% | -0.3% | -256% | -2.1% |
| Cc1ccc2nc(N(CCN(C)C)C(=O)/C=C/c3cccs3)sc2c1 | i | 1.1 | 7% | 6.9 | 63 | 37% | 2.1% | 9.4% | -28% | -0.3% |
| Cc1ccc2nsnc2c1S(=O)(=O)NCc1ccncc1 | i | 1 | -6% | -0.8 | 35 | -27% | 4.0% | 0.4% | -55% | -1.2% |
| Brc1ccc(-c2cnc(-c3cccs3)o2)cc1 | i | 1.1 | -59% | 7.8 | 99 | -54% | 3.4% | 0.3% | -14% | -1.2% |
| COCC(=O)NC1CC2CCCC(C1)N2Cc1ccccc1 (configuration not stated) | i | 1.1 | 3% | 0.7 | 79 | 1% | -0.6% | 0.3% | 22% | 0.3% |
| COc1ccc(CC(C(=O)Nc2ccc(OC)cc2)c2nn[nH]n2)cc1 (configuration not stated) | / | / | -2% | -1.0 | 44 | -11% | 2.2% | 0.2% | -8% | / |
| Cc1ccc(/C=N/NC(=O)c2ccccc2OCc2ccc(F)cc2)o1 | i | 1 | 12% | 0.7 | 73 | 1% | 1.3% | -0.2% | -10% | -2.8% |
| COc1cccc(NC(=O)CN(C)CC(=O)Nc2cccc(C(F)(F)F)c2)c1 | / | / | 22% | 2.5 | 84 | -1% | -3.5% | -0.3% | -30% | / |
| CCOc1ccc(N=C(NC#N)SC)cc1 | i | 1.1 | 14% | 0.9 | 64 | -6% | -6.4% | -0.2% | 18% | -0.8% |
| O=C(CC1CS(=O)(=O)CC1CC(=O)Nc1ccc2c(c1)OCCO2)Nc1ccc2c(c1)OCCO2 (configuration not stated) | i | 1.1 | 41% | -0.7 | 40 | 0% | 1.0% | -0.2% | -1%[20 µM] | -2.4% |
| CCOC(=O)C1CCN(S(=O)(=O)c2ccc(OC)c(Cl)c2)CC1 | i | 1 | 8% | 0.1 | 57 | -22% | 0.2% | -0.1% | 6%[20 µM] | -0.7% |
| CCC(C(=O)NC1CCCC1)N(C(=O)Cn1nnc(-c2ccc(C)o2)n1)c1cccc(O)c1 (configuration not stated) | / | / | 8% | -1.8 | 46 | -18% | -1.5% | 0.3% | -44% | / |
| CCCCn1c(N)c(N(Cc2ccccc2OC)C(=O)COc2ccccc2C#N)c(=O)[nH]c1=O | i | / | -15% | -0.3 | 55 | -20% | 1.3% | -0.1% | 18% | / |
| Nc1nc(-c2ccccn2)nc(N)c1Cc1ccccc1F | i | 1.3 | -41% | 2.0 | 89 | -22% | -9.2% | 0.1% | -15% | -0.4% |
| Cc1ccc(S(=O)(=O)N(C)C)cc1NC(=O)c1cc(C(C)(C)C)nn1Cc1ccccc1 | i | / | -19% | 0.9 | 45 | -8% | -1.4% | -0.2% | -8% | / |
| OC(CNCC(c1ccco1)N1CCCCC1)c1ccccc1 (configuration not stated) | i | 1.2 | 1% | 2.1 | 92 | 17% | 12% | -0.1% | 4% | -1.3% |
| C1CN(c2nc3nonc3n3nnnc23)CCO1 | i | 1.3 | -2% | 0.5 | 82 | -13% | -4.9% | -0.2% | -1% | 1.0% |
| Cc1cc(C)c(C#N)c(SCC(=O)NN2CC(=O)N(c3ccccc3F)CC2=O)n1 | i | 1.1 | 22% | 1.4 | 68 | 37% | 10% | -0.3% | -31% | -1.2% |

These rows are one share of the data. The share of hits here may be higher or lower than overall.
